Screens: PubChem BioAssay, several laboratories
PP5 primary – inhibitors of human protein phosphatase 5 (PP5) | P53041 | purified PP5c, OMFP substrate fluorescence | inhibition, % at 6.7 µM | actives 0.18% (n = 320,000) | AID 1987;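 active = inhibition above the campaign's mean inhibition across all tested compounds plus 3 SD, cut at about 9.5% in these data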;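 note: 0% = DMSO only and 100% = 100 µM cantharidin control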
HCV core dimer – HCV core protein dimerization inhibition. TR-FRET GST/Flag-core106 dimerization, 1536-well. actives 0.33% (n = 300,000). AID 1899. inhibition, % at 5 µM;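 active = inhibition above the mean of all tested compounds plus 3 SD, set per screening campaign, cut at about 45% in these data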
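Assay system: Tagged HCV core106 pair (GST and Flag) | Buffer or medium: KF-containing HEPES buffer, pH 7.45, DTT, CHAPS, BSA | Also added: Eu donor and XL665 acceptor anti-tag antibodies | Dosing: One concentration, 5 µM, in 0.5% DMSO | Timing: 4 h at 22.5 °C | Technique: TR-FRET 671 and 617 nm emission | Repeats: Singlicate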
Efflux pump inh – antifungal efflux pump inhibition, Nile Red retention; S. cerevisiae Candida pump triplex; inhibition, % at 10 µM; actives 0.44% (n = 330,000);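 active = plate passing quality check with inhibition over a set limit, or well fluorescence over plate mean plus 4 SD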;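 note: Nile Red retained in pooled yeast measured as flow cytometry median fluorescence; 0% = buffer negative control and 100% = Enniatin B positive control; higher means more Nile Red kept so more efflux inhibition; some compounds called inactive have numbers as strong as hits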
EBNA-1 inhibitor – blocks EBNA-1 binding to DNA | EBNA-1 DNA binding, fluorescence polarization | inhibition, % at 14.8 µM | actives 0.34% (n = 300,000); in the data active = inhibition above about 28%
ZTA DNA inh – blocks Epstein-Barr virus ZTA, an EBNA-1 counter-screen. ZTA-DNA binding, fluorescence polarization. inhibition, % at 11 µM. actives 0.15% (n = 320,000); in the data active = inhibition above about 33%
Target sequence (P03206 whole entry, looked up): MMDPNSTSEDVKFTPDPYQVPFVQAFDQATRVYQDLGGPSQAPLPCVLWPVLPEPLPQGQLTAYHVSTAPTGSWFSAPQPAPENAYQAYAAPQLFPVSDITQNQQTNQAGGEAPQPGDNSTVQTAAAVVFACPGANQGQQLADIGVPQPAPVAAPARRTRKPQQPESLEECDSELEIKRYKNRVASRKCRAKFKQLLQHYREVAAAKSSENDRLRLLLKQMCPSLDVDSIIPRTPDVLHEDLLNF
Fh CTSL1 inh – cathepsin L1 inhibition, PFM18AAP counter-screen | recombinant F. hepatica cathepsin L1, Z-Leu-Arg-MCA fluorescence | inhibition, % at 5.96 µM | actives 0.49% (n = 300,000) | AID 1906;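 active = inhibition above the mean of all tested compounds plus 3 SD, set per screening campaign, cut at about 17% in these data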;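 note: 0% = plate median of test compound wells and 100% = 1 µM Z-Phe-Ala-diazomethylketone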
TPT1 inh – inhibitors of Candida albicans tRNA 2'-phosphotransferase TPT1 | actives 0.81% (n = 300,000) | AID 1962 | recombinant caTPT1, FP RNA substrate dephosphorylation | inhibition, % at 5 µM;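 active = inhibition above the mean of all tested compounds plus 3 SD, set per screening campaign, cut at about 24% in these data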;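 note: plate controls were DMSO alone for no effect and ferristatin control at 100 nM for full effect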
PREPL inhibitor – human PREPL enzyme inhibition. Q4J6C6. recombinant PREPL, fluorescence polarization activity-based probe. inhibition, % at 5.96 µM. actives 0.68% (n = 320,000); in the data active = inhibition above about 43%;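 note: 0% = enzyme with DMSO and 100% = wells lacking enzyme; many of its hits are not listed in these tables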
Target sequence (Q4J6C6 whole entry, looked up): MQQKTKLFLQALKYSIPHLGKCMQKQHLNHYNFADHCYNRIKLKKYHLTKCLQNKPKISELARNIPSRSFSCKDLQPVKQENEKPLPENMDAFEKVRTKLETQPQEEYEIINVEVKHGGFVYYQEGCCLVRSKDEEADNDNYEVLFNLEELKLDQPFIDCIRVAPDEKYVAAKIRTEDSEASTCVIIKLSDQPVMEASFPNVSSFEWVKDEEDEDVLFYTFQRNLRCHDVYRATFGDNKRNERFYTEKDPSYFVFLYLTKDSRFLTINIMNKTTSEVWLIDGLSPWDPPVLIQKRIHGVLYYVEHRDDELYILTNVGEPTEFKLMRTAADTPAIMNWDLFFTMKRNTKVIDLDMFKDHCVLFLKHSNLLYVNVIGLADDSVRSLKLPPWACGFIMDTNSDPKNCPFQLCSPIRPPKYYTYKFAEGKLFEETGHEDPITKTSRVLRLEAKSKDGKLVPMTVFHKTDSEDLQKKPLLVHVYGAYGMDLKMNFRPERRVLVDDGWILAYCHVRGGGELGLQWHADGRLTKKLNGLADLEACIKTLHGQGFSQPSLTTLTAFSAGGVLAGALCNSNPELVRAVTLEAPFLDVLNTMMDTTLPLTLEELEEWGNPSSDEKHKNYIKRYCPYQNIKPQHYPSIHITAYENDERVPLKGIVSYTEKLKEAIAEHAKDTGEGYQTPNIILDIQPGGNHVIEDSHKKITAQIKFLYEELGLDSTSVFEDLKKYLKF
PP1 inh – counter-screen for PP5 inhibitors: inhibitors of human PP1-alpha. P62136. purified PP1alpha, OMFP fluorescence. inhibition, % at 6.7 µM. actives 0.9% (n = 320,000). AID 2235;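 active = inhibition above the mean inhibition of all tested compounds plus 3 SD, computed separately for each screening campaign, cut at about 15% in these data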
Numbers without * were called inactive; nt = not tested or not shown. Some of the compounds tested; count on the stated rates, not on these rows.

The first eleven compounds, ahead of the listing:
SMILES	PP5 primary	HCV core dimer	Efflux pump inh	EBNA-1 inhibitor	ZTA DNA inh	Fh CTSL1 inh	TPT1 inh	PREPL inhibitor	PP1 inh
C=CCOc1ccc(C2/C(=C(/O)c3ccc4c(c3)CC(C)O4)C(=O)C(=O)N2CCCN2CCOCC2)cc1 (centres undefined)	0.4	5	-0.2	5	3	5	0	3	6
Nc1nc(CC(=O)CSc2ccc(Cl)cc2)nc(Nc2ccc(F)cc2)n1	0.0	7	-0.1	0	-8	6	4	3	-2
COc1ccc(/C(O)=C2/C(=O)C(=O)N(CCN3CCNCC3)C2c2cccc([N+](=O)[O-])c2)cc1 (centres undefined)	-1.8	8	0.1	-8	2	-2	-2	10	-2
CN(c1ccccc1)S(=O)(=O)c1cccc(C(=O)Nc2nccs2)c1	0.3	9	-0.3	0	-2	2	2	-6	-2
N#C/C(Cn1c[n+](NC(=O)Nc2ccccc2)cn1)=N/O	-0.5	-9	0.1	3	14	0	-2	-1	-3
COc1ccc(NS(=O)(=O)c2cccc(NC(=O)CCS(=O)(=O)c3ccccc3)c2)cc1	0.6	-2	0.1	-8	0	-14	5	-4	-2
O=C(O)CSc1nc2ccccc2n1-c1ccccc1	0.5	-8	0.3	-10	7	0	2	10	0
COc1cc(N)ccc1NC(=O)c1cccs1	-0.4	1	-0.1	-6	7	0	2	15	2
CCNc1nc(SCCOc2ccc(C)cc2)nc(N(C)C)n1	0.7	1	0.0	11	-2	0	1	4	2
NS(=O)(=O)c1cccc(NC(=O)CCSc2ccc(Cl)cc2)c1	-0.4	-8	-0.2	-10	-8	0	-3	-2	-2
CN(C)S(=O)(=O)c1cccc(NC(=O)CN2C(=O)NC(Cc3ccccc3)C2=O)c1 (centres undefined)	-0.5	nt	0.1	nt	-2	nt	nt	24	-6

All compounds of this part, from the first entry:
SMILES	PP5 primary	HCV core dimer	Efflux pump inh	EBNA-1 inhibitor	ZTA DNA inh	Fh CTSL1 inh	TPT1 inh	PREPL inhibitor	PP1 inh
C=CCOc1ccc(C2/C(=C(/O)c3ccc4c(c3)CC(C)O4)C(=O)C(=O)N2CCCN2CCOCC2)cc1 (centres undefined)	0.4	5	-0.2	5	3	5	0	3	6
Nc1nc(CC(=O)CSc2ccc(Cl)cc2)nc(Nc2ccc(F)cc2)n1	0.0	7	-0.1	0	-8	6	4	3	-2
COc1ccc(/C(O)=C2/C(=O)C(=O)N(CCN3CCNCC3)C2c2cccc([N+](=O)[O-])c2)cc1 (centres undefined)	-1.8	8	0.1	-8	2	-2	-2	10	-2
CN(c1ccccc1)S(=O)(=O)c1cccc(C(=O)Nc2nccs2)c1	0.3	9	-0.3	0	-2	2	2	-6	-2
N#C/C(Cn1c[n+](NC(=O)Nc2ccccc2)cn1)=N/O	-0.5	-9	0.1	3	14	0	-2	-1	-3
COc1ccc(NS(=O)(=O)c2cccc(NC(=O)CCS(=O)(=O)c3ccccc3)c2)cc1	0.6	-2	0.1	-8	0	-14	5	-4	-2
O=C(O)CSc1nc2ccccc2n1-c1ccccc1	0.5	-8	0.3	-10	7	0	2	10	0
COc1cc(N)ccc1NC(=O)c1cccs1	-0.4	1	-0.1	-6	7	0	2	15	2
CCNc1nc(SCCOc2ccc(C)cc2)nc(N(C)C)n1	0.7	1	0.0	11	-2	0	1	4	2
NS(=O)(=O)c1cccc(NC(=O)CCSc2ccc(Cl)cc2)c1	-0.4	-8	-0.2	-10	-8	0	-3	-2	-2
CN(C)S(=O)(=O)c1cccc(NC(=O)CN2C(=O)NC(Cc3ccccc3)C2=O)c1 (centres undefined)	-0.5	nt	0.1	nt	-2	nt	nt	24	-6
Fc1ccc(Cn2cccc2C2=NC(c3ccccc3)CO2)cc1 (centres undefined)	3.0	-9	-0.1	-7	-16	1	-1	4	-3
COc1ccc(N2C(=O)CCC(C(=O)N3CCC(C(N)=O)CC3)C2c2ccc(F)cc2)cc1 (centres undefined)	0.9	-7	0.1	-3	-4	1	2	3	-3
Cc1sc2ncnc(SCC(=O)NNC(=O)c3ccco3)c2c1C	-1.1	11	-0.1	13	11	-4	-2	-6	-3
C/C(=N\OC(=O)c1ccc(F)cc1)c1nccs1	0.8	2	0.1	-8	-20	-7	0	27	3
Cc1cc(S(=O)(=O)Nc2ccc(C(=O)N3CCN(c4ccccc4O)CC3)cc2)ccc1F	0.1	17	-0.1	-1	7	0	4	10	-1
CCOc1cc(Cl)c(S(=O)(=O)NCc2ccccn2)cc1Cl	3.0	5	0.0	5	-27	3	-1	16	7
Cc1cnc(C(=O)OCC(=O)Nc2oc(-c3ccccc3)c(-c3ccccc3)c2C#N)cn1	1.0	16	0.1	-2	12	0	-2	-7	5
Cc1cc(C(=O)CSc2nnnn2-c2ccc(O)cc2)c(C)n1Cc1ccc2c(c1)OCO2	2.5	19	0.1	10	13	3	0	-21	6
CNc1c(NS(=O)(=O)c2cc(Cl)ccc2OC)c(=O)oc2ccccc12	3.4	3	-0.2	-8	0	-2	1	9	2
Cn1cc2cc([N+](=O)[O-])ccc2n1	-0.5	2	-0.2	15	14	1	0	-3	-5
O=C(O)c1ccc(N/N=C/C=C/c2ccccc2)cc1	0.9	-11	-0.1	7	3	5	1	6	-5
O=C(N/N=C/c1cccnc1)c1cc2ccccc2cc1O	0.7	-4	-0.1	2	-1	3	-2	63*	4
CCOc1ccc(S(=O)(=O)N(C)CC(=O)NCc2ccccn2)cc1	-0.5	-3	0.0	-5	-6	1	1	15	2
CC1=N/C(=C\c2ccccc2Cl)C(=O)O1	-3.0	1	0.1	-8	-7	8	0	16	-4

(cont.)
SMILES	PP5 primary	HCV core dimer	Efflux pump inh	EBNA-1 inhibitor	ZTA DNA inh	Fh CTSL1 inh	TPT1 inh	PREPL inhibitor	PP1 inh
Cc1ccccc1C1=NC(c2ccc(F)cc2F)ON1 (centres undefined)	0.8	-5	0.0	-4	-18	1	-1	16	2
CSCCC(NS(=O)(=O)c1cccs1)C(=O)NCc1cccs1 (centres undefined)	3.2	0	0.2	-13	8	-3	1	15	0
Cc1cscc1NC(=O)/C=C/C(=O)O	2.0	0	0.1	0	-3	-6	0	-1	-6
O=C1COc2ccc(NC(=O)N3CCN(c4ccc(F)cc4)CC3)cc2N1	3.9	-3	-0.1	0	10	-3	-1	42	0
CCc1c(C)nc2ncnn2c1N1CCCC(C(=O)NCCc2ccccc2)C1 (centres undefined)	-1.3	-1	0.1	-1	7	9	-4	-1	0
Cc1ccc(SC(C)C(=O)N2CCC(C(N)=O)CC2)cc1 (centres undefined)	-2.6	-1	0.0	1	9	1	0	0	0
O=C(COC(=O)c1ccc(Br)o1)Nc1ccc(Br)cc1	0.3	nt	0.0	nt	3	nt	nt	9	-2
COc1ccc(NS(=O)(=O)c2cccc(C(=O)NCC(c3ccc(OC)cc3)N3CCCC3)c2)cc1 (centres undefined)	3.9	4	0.1	-12	-8	0	4	-10	-1
Cc1ccc(-c2nc(NC(=O)CSc3nnnn3-c3ccccc3)ns2)cc1	4.9	25	0.2	2	2	1	2	-1	6
Cc1ccc(NC(=O)Cc2csc(-c3ccccc3)n2)cc1F	2.5	1	-0.1	0	-10	-1	-4	-29	-2
COC(=O)C1=C(C)N(CCc2ccc(OC)c(OC)c2)C(=O)/C1=C\N(C)C	0.9	-1	0.1	-5	-10	-4	-1	-5	0
O=C(NC1CCN(C(=O)N2CCOCC2)CC1)c1ccccc1	-0.3	6	-0.1	-6	-3	-1	3	-4	-2
CCOCC(=O)Nc1c(C(=O)OCC)oc2ccccc12	0.0	-6	0.1	-2	-3	2	-1	15	-3
COc1cccc(O)c1CN1CCC(C(=O)Nc2ccc(Oc3cccnc3)cc2)CC1	-2.6	-17	-0.3	1	9	-2	2	14	2
Cc1ccc(NC(=O)c2ccc3c(=O)n4c(nc3c2)CCCCC4)nc1	3.0	0	0.1	-6	8	-4	-1	-5	-1
O=C(NCCN1C(=O)S/C(=C\c2ccc(Cl)c(Cl)c2)C1=O)c1ccc2c(c1)C(=O)N(Cc1ccncc1)C2=O	0.3	38	-0.3	-7	-3	-3	1	30	7
CCOc1ccc(/C=N/NC(=O)C(=O)NCc2ccco2)cc1	0.8	-7	-0.2	34*	-6	0	-5	3	-1
CC(CCc1ccccc1)NC(=O)c1ccc(Cl)nc1 (centres undefined)	2.4	-2	0.1	-1	-1	17*	-1	-2	-3
N#C[C@H]1C(O)C(O)c2ccccc2N1C(=O)c1ccccc1 (some centres undefined)	2.8	-1	0.0	1	-15	0	0	0	-2
O=C(COc1ccccc1)Nc1nc(-c2cccnc2)cs1	-2.1	nt	-0.1	nt	-7	nt	nt	9	5
COc1ccc(Cl)cc1NC(=O)Nc1ccc(Br)cn1	4.3	-3	0.0	-10	14	-1	1	2	2
O=C1CC(c2c[nH]c3ccccc23)C(=O)N1 (centres undefined)	-2.4	2	0.0	13	0	-1	0	4	-4
CCN(CC)C(=O)CSc1n[nH]c(=O)n1CCc1ccccc1	2.5	13	0.0	10	0	3	-2	1	-3
C=CCOC(=O)C1=C(C)NC(=O)NC1/C=C/c1ccccc1 (centres undefined)	1.7	-1	-0.1	6	-2	-1	-5	-7	-4
COc1cccc(C(=O)N2CCSC2=S)c1	-2.5	1	-0.2	5	12	3	-2	5	-4

The last 2 records of the part before are carried over, then new ones follow.
SMILES	PP5 primary	HCV core dimer	Efflux pump inh	EBNA-1 inhibitor	ZTA DNA inh	Fh CTSL1 inh	TPT1 inh	PREPL inhibitor	PP1 inh
C=CCOC(=O)C1=C(C)NC(=O)NC1/C=C/c1ccccc1 (centres undefined)	1.7	-1	-0.1	6	-2	-1	-5	-7	-4
COc1cccc(C(=O)N2CCSC2=S)c1	-2.5	1	-0.2	5	12	3	-2	5	-4
CC(=O)Nc1cccc(/C(C)=N\NC(=O)c2ccc(Cn3nc([N+](=O)[O-])c(Cl)c3C)o2)c1	-0.3	-11	0.3	-8	-6	-2	2	24	-12
CC(=O)N1CCC2(CC1)CC(=O)c1cc(OCC(=O)N3CCCC3)ccc1O2	0.3	1	0.1	3	2	3	4	13	-2
CCOc1ccccc1N1CCN(Cc2ccc(OC)c(OC)c2)CC1	-1.2	-3	0.0	8	-3	-3	-3	1	0
Cc1cc(NC(=O)c2cc(-c3ccccc3)on2)no1	1.4	-3	-0.1	4	6	-2	0	-7	-2
O=C(CCc1nc2ccccc2c(=O)[nH]1)N1CCN(S(=O)(=O)c2ccc(Cl)c(C(F)(F)F)c2)CC1	0.7	5	-0.1	-10	-1	2	1	1	-6
Cc1ccc(C(=O)Nc2ccccc2-c2ccccc2)o1	1.3	-3	-0.3	9	8	1	-6	-5	1
COc1ccccc1CCC(=O)N1CCN(S(=O)(=O)c2cc(C(F)(F)F)ccc2Cl)CC1	3.1	nt	0.4	nt	-11	nt	nt	23	-4
Cc1nn(-c2ccccc2)c(N)c1N=O	0.6	1	0.0	-8	15	0	1	4	7
O=C(c1cccc([N+](=O)[O-])c1)N1CCCN(C(=O)c2cccc([N+](=O)[O-])c2)CC1	-0.7	5	-0.1	10	-6	6	-3	3	-2
O=C(OCc1ccc(Br)cc1)c1cccnc1Cl	2.6	3	-0.4	-10	-10	-1	0	5	0
COc1ccc(CNC(=O)COC(=O)CC(NC(N)=O)c2ccc(Cl)cc2)cc1OC (centres undefined)	0.1	nt	-0.1	nt	-7	nt	nt	-3	3
CC(=O)C1=C(O)C(=O)N(c2ccc(Br)cn2)C1c1ccccc1F (centres undefined)	3.0	5	0.1	10	-10	4	2	-1	-3
COc1ccccc1C(=O)NC(=O)CSc1nnc(SC)s1	-2.9	2	-0.1	6	-1	-3	1	0	-7
